DENV2 CPE – inhibitors of DENV2 cytopathic effect. CPE inhibition, % at 9.99 µM. DENV2-infected cells, cytopathic effect rescue, plate reader. actives 1.7% (n = 350,000). AID 651640; in the data active = CPE inhibition above about 20%, passing the limit was not always enough; inconclusive = no clear call, values can overlap the other calls; tested in BHK-21 cells;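 note: 0% = median of neutral control wells and 100% = median of positive control wells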
F508del corr – CFTR F508del correction in bronchial cells. actives 0.36% (n = 350,000). activity (quench increase), % at 7.58 µM. CFBE cells, YFP halide quenching; stimulated with forskolin plus potentiator P3; % fluorescence drop versus neutral controls. AID 720511;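 active = mean added fluorescence quench of at least 8% versus neutral control, with both replicates also reaching 8%; inconclusive = only one of the mean or replicate conditions met; inactive = mean below 8% and not both replicates reaching 8%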;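 note: cells transiently co-express mutant CFTR-F508del with the halide-sensitive YFP; corrector assay measuring rescue of mutant channel to the surface after 24 h compound exposure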
FN deposit inh – fibronectin deposition inhibition; AH1F fibroblasts, Alexa488-fibronectin deposition fluorescence, overnight; inhibition, % at 12.6 µM; actives 0.086% (n = 350,000); AID 743247;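 active = mean inhibition across replicates of 30% or more, regardless of how many single replicates reach that level; inconclusive = mean under 30% yet at least half of replicates reach 30%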;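 note: positive control wells lacked labelled fibronectin entirely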
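material = AH1F fibroblast monolayer depositing Alexa488-labelled fibronectin into matrix | amount = 10000 AH1F cells/well | buffer or medium = DMEM plus 2% serum, read in PBS | incubation = 1 h cell adhesion before compound, then overnight fibronectin incubation | detection = fluorescence at 485 nm excitation, 525 nm emission | evaluation = percent inhibition as loss of matrix-bound fibronectin fluorescence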
INS-1E GSIS act – primary screen for activators of insulin secretion dependent on glucose, INS-1E cells, GLuc reporter luminescence. activation, % at 16.6 µM. actives 0.61% (n = 370,000). INS-1E GLuc reporter insulin secretion, 2-3 h;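 active = lowest replicate activation of at least 40%, so every replicate reaches that level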;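 note: 0% = median of neutral control wells and 100% = median of IBMX positive control wells; some compounds called inactive have numbers as strong as hits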
miR122 inh – inhibitors of miR-122 in Huh7 cells. Huh7 miR-122 Renilla luciferase sensor, 48 h; neutral wells = 0, positive control = 100. actives 0.3% (n = 340,000). activation (reporter increase), % at 12.5 µM;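 active = mean replicate activation score at least 90 and every replicate individually at or above 90; inconclusive = only one of the two criteria met; inactive = neither criterion met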;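 note: higher luciferase means less miR-122 activity so hits act as miR-122 inhibitors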
PAX8 inh HTS – inhibitors of PAX8 transcriptional activity in RMG-I cells; RMG-I TPO-luciferase reporter, SteadyGlo, 24 h; inhibition, % at 12.6 µM; actives 1.2% (n = 360,000); AID 652154;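 active = mean replicate inhibition at least 60% with every replicate also reaching 60%; inconclusive = only one of the two criteria is met; inactive = mean below 60% and not all replicates reaching 60%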;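 note: luciferase light reporting Pax8 driven TPO promoter activity; plate controls were median of neutral control wells for no effect and mitoxantrone controls for full effect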
EWS-Fli inh – blocks EWS/Fli oncoprotein-driven transcription. A673 NR0B1-luciferase reporter, viability-normalised. inhibition, % at 12.6 µM. actives 0.67% (n = 350,000);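 active = mean inhibition of at least 50% after viability correction, with every replicate also passing that limit; inconclusive = mean reaches 50% but only one of two replicates passes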;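 note: firefly luciferase signal divided by Alamar Blue viability fluorescence both relative to DMSO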
* marks the source's active call; other numbers are inactive results; ? = inconclusive; nt = no result given; [ ] = another dose, or the depositor's remark.

item	Compound	DENV2 CPE	F508del corr	FN deposit inh	INS-1E GSIS act	miR122 inh	PAX8 inh HTS	EWS-Fli inh
1	CC(C)Oc1ccc(C(=O)NCc2cccnc2)cc1	nt	nt	0	nt	1	-9	nt
2	COc1ccc(CN2CCC(N3CC(C)OC(C)C3)CC2)c(OC)c1OC (stereo not given)	-4	nt	6	nt	4	10	12
3	CC(C)(C)NC(=O)NC(=O)COC(=O)CNS(=O)(=O)c1ccc(Br)cc1Cl	nt	2.0	-5	-1	nt	-6	5
4	Cc1cccc2sc(NC(=O)C3=NN(c4ccccc4)C(=O)CC3)nc12	0	-1.2	-12	4	nt	9	-2
5	CSc1ccccc1C(=O)N1CCN(S(=O)(=O)c2sc(C(=O)O)c(C)c2C(=O)O)CC1	1	-3.1	5	nt	-7	-7	-2
6	C[C@@H]1CCCCO[C@@H](CN(C)Cc2ccc(C(F)(F)F)cc2)[C@H](C)CN([C@@H](C)CO)C(=O)c2cc(NS(=O)(=O)c3ccccc3)ccc2O1	9	0.7	-6	-12	-10[16.7 µM]	111*	66*
7	Cc1nnc(SCC(=O)Nc2c(C)n(C)n(-c3ccccc3)c2=O)n1Cc1ccccc1	-2	-4.7	11	1	nt	9	10
8	O=C1CN(Cc2ccccc2)C[C@H]2[C@@H](c3ccc(-c4ccccc4F)cc3)[C@H](CO)N12	-4	0.6	nt	-7	nt	12	7
9	O=C(NC1CCCCC1)N[C@H]1C=C[C@@H](CC(=O)N2CCOCC2)O[C@H]1CO	?	-1.9	nt	28	nt	nt	nt
10	Cc1ccc2nc(NC3=NC4(CCCC4)C4=C(CCCC4=O)N3)oc2c1	-13	7.2	-1	5	-2	18	-4
11	O=C(Nc1c(F)cc(F)cc1Br)c1cc(-c2ccccc2)on1	1	0.6	5	19	0	-26	-24
12	CC=Cc1ccc2n(c1=O)C[C@H]1[C@H](CO)[C@@H](C(=O)NCCC)N(C(=O)c3cccnc3)[C@@H]21 (mixture of isomers)	-6	-0.2	nt	-2	nt	nt	-4
13	CCOc1ccc(C2/C(=C(\O)c3cccc(OC)c3)C(=O)C(=O)N2c2ccccn2)cc1OC (stereo not given)	9	-1.7	3	-3	-1	15	-10
14	O=C(COC(=O)c1ccc([N+](=O)[O-])s1)NC(c1ccccc1)c1ccccc1	-9	0.8	0	nt	nt	6	-2
15	Cc1ccccc1-c1ccc([C@H]2[C@H]3CN(S(=O)(=O)Cc4ccccc4)CCCCN3[C@H]2CO)cc1	-23	-4.6	-1	-7	-2[16.7 µM]	24	20
16	CC#CCN1C(=O)N[C@@H](c2ccccc2)C(C(=O)OC)=C1C	33*	-2.7	2	13	2	13	3
17	CCOC(=O)C(=O)NC(C)CCc1ccccc1 (stereo not given)	3	nt	0	7	4	22	5
18	Cc1ccc(NS(=O)(=O)c2cc(C(=O)N3CCOCC3)ccc2C)cc1	3	-1.2	nt	8	23	nt	8
19	C[C@@H](O)C#Cc1cnc2c(c1)C(=O)N([C@@H](C)CO)C[C@H](C)[C@H](CN(C)C(=O)Nc1ccc(F)cc1)O2	-1	0.5	5	14	-2[16.7 µM]	nt	7
20	CCCNC(=O)[C@@H]1[C@@H](CO)[C@@H]2Cn3c(ccc(-c4cccc(F)c4)c3=O)[C@H]1N2CCC	2	-2.7	nt	4	4[16.7 µM]	-3	5

Arranged by molar mass (rising): 3 of the compounds above
item	Compound	DENV2 CPE	F508del corr	FN deposit inh	INS-1E GSIS act	miR122 inh	PAX8 inh HTS	EWS-Fli inh
17	CCOC(=O)C(=O)NC(C)CCc1ccccc1 (stereo not given)	3	nt	0	7	4	22	5
2	COc1ccc(CN2CCC(N3CC(C)OC(C)C3)CC2)c(OC)c1OC (stereo not given)	-4	nt	6	nt	4	10	12
5	CSc1ccccc1C(=O)N1CCN(S(=O)(=O)c2sc(C(=O)O)c(C)c2C(=O)O)CC1	1	-3.1	5	nt	-7	-7	-2

Laid out differently: results already given
Results follow in this order: DENV2 CPE	F508del corr	FN deposit inh	INS-1E GSIS act	miR122 inh	PAX8 inh HTS	EWS-Fli inh
2	COc1ccc(CN2CCC(N3CC(C)OC(C)C3)CC2)c(OC)c1OC (stereo not given)
 : -4	nt	6	nt	4	10	12
3	CC(C)(C)NC(=O)NC(=O)COC(=O)CNS(=O)(=O)c1ccc(Br)cc1Cl
 : nt	2.0	-5	-1	nt	-6	5
4	Cc1cccc2sc(NC(=O)C3=NN(c4ccccc4)C(=O)CC3)nc12
 : 0	-1.2	-12	4	nt	9	-2
5	CSc1ccccc1C(=O)N1CCN(S(=O)(=O)c2sc(C(=O)O)c(C)c2C(=O)O)CC1
 : 1	-3.1	5	nt	-7	-7	-2
6	C[C@@H]1CCCCO[C@@H](CN(C)Cc2ccc(C(F)(F)F)cc2)[C@H](C)CN([C@@H](C)CO)C(=O)c2cc(NS(=O)(=O)c3ccccc3)ccc2O1
 : 9	0.7	-6	-12	-10[16.7 µM]	111*	66*

(more compounds)
item	Compound	DENV2 CPE	F508del corr	FN deposit inh	INS-1E GSIS act	miR122 inh	PAX8 inh HTS	EWS-Fli inh
21	CC(C)(O)C#Cc1ccc([C@@H]2[C@@H](CO)N3CCCCN(C(=O)c4ccc(F)cc4)C[C@@H]23)cc1	83*	1.7	nt	10	17[16.7 µM]	16	10
22	NC(Cc1ccc(C(F)(F)F)cc1)c1csc(NC(=O)Nc2ccccc2Cl)n1 (stereo not given)	-8	1.9	2	-1	-1	-6	3
23	O=C(NC1CCCCC1)N[C@@H]1CC[C@H](CC(=O)N2CCOCC2)O[C@@H]1CO	-1	1.3	6	4	nt	-12	-3
24	Cc1ccc(C(=O)N2CCC[C@@H]2C(=O)N2CCC[C@H]2C(=O)NCc2ccccc2)cc1C	-7	-2.9	-13	3	nt	-21	-43
25	Cc1cccc(C)c1NC(=O)C(c1ccccc1)N1CCN(C(=O)c2ccco2)CC1 (stereo not given)	nt	nt	-2	-12	nt	3	nt
26	Cc1ccc(C(=O)C(OC(=O)c2c(C)cc(=O)oc2C)c2ccccc2)cc1 (stereo not given)	1	nt	nt	-6	nt	2	-8
27	COc1ccc(NC(=O)Cc2ccccc2F)cc1S(=O)(=O)N1CCCCC1	11	-2.3	1	-14	19	-7	1
28	CC1COc2ccccc2N1S(=O)(=O)c1ccccc1 (stereo not given)	2	-1.1	-6	-17	-3	0	6
29	C=CCNc1cccc(Br)c1	?	3.7	-1	-13	1	-46	-9
30	CCc1ccc(CN2C(=O)c3ccccc3C2C(=O)NCc2cccnc2)cc1 (stereo not given)	4	-1.0	0	14	1	-28	-7
31	CCN(C[C@H]1N[C@@](CC)(C(=O)OC)[C@H]2C(=O)N(Cc3ccccc3)C(=O)[C@@H]12)C(=O)Nc1ccc(C)cc1	16	5.7	-4	nt	nt	-104	1
32	Cc1nn(-c2ccccc2)c2c1C(c1ccc([N+](=O)[O-])cc1)N1C(=N2)C(=O)Nc2ccccc21 (stereo not given)	-1	nt	4	-55	nt	11	-29
33	CC(Oc1ccccc1)C(=O)Nc1c2c(nn1-c1ccccc1)CS(=O)C2 (stereo not given)	2	-3.6	2	11	-1	11	9
34	O=C(Nc1ccc(F)c(F)c1)NC1CCCCC1	nt	nt	-5	-12	20	-70	nt
35	CCOc1ccc(NC(=O)COc2ccc(C(=O)NCc3cccc(OC)c3)cc2OC)cc1	1	-1.9	2	8	-1	-1	13
36	Cc1ccc(NC(=O)CN(C)C(=O)COc2cc(F)ccc2[N+](=O)[O-])cc1	0	1.3	4	4	nt	5	-4
37	O=C(/C=C/c1ccccc1Cl)N(Cc1cccs1)C1CCS(=O)(=O)C1 (stereo not given)	1	-1.8	3	-15	-6	10	-5
38	Cc1ccc(C(CC(=O)N2CCCCC2)c2ccccc2)c(O)c1C (stereo not given)	4	-1.2	0	-18	nt	15	12
39	C[C@@H]1CCCCO[C@@H](CN(C)S(=O)(=O)c2ccc(Cl)cc2)[C@@H](C)CN([C@H](C)CO)C(=O)c2cc(NS(=O)(=O)c3ccccc3)ccc2O1	-5	6.2	16	-31	6[16.7 µM]	21	0
40	O=C1c2ccccc2C(=O)N1CCCC(=O)N1CCCc2ccccc21	nt	nt	-3	nt	4	6	nt
41	COc1ccc(C(=O)NNC(=O)COc2ccc(Cl)cc2C)cc1S(=O)(=O)N1CCOCC1	-6	0.3	-7	-17	-1	-1	1
42	CCCCNC(=O)N1CCN(c2ccccc2OCC)CC1	10	2.3	-7	13	-2	-10	-9
43	O=C(Cn1cnc2cc([N+](=O)[O-])ccc2c1=O)NC1CCS(=O)(=O)C1 (stereo not given)	nt	-2.4	-24	2	-3	6	-7
44	O=C(CSc1nnc(Nc2ccccc2)s1)NCC1CCCO1 (stereo not given)	-4	-2.8	4	-3	-8	4	1
45	CCCC(=O)Nc1cccc(C(=O)Nc2nccs2)c1	nt	nt	6	nt	-2	-5	nt
46	CC(C)CCNC(=O)CCn1c(=S)oc2ccccc21	nt	nt	2	22	1	-12	nt
47	COc1ccc(COCC(O)CN2CCN(S(=O)(=O)c3c(F)cccc3F)CC2)cc1OC (stereo not given)	0	-0.8	-2	8	3	6	4
48	C/C=C(\C)C(=O)NCCN1C2=NC[C@H](Cc3ccc(O)cc3)N2C[C@H]1Cc1ccc(O)cc1	8	1.2	-3	7	-3	1	1
49	O=C(NCc1ccc(Cl)cc1)C(=O)NCC1OCCN1S(=O)(=O)c1cccs1 (stereo not given)	?	-5.2	-7	nt	-5	8	-3
50	COC(=O)c1ccc(COc2ccc(-c3nnn(CC(N)=O)n3)cc2)cc1	0	-0.9	-3	-3	nt	-2	-59
51	CCC(=O)N(C)C[C@@H]1Oc2cc(-c3ccccc3F)ccc2S(=O)(=O)N([C@H](C)CO)C[C@@H]1C	-6	1.6	nt	0	2[16.7 µM]	nt	3
52	CCn1ncc(-c2cc(C(=O)O)no2)c1C	0	1.9	-6	-1	nt	14	1
53	C[C@H]1CN([C@@H](C)CO)C(=O)c2cc(NC(=O)c3ccncc3)ccc2O[C@@H]1CN(C)C(=O)Nc1ccc2c(c1)OCO2	12	-0.8	nt	-1	-2[16.7 µM]	nt	-59
54	Cc1noc(C)c1CCC(=O)N1CCCC(CCC(=O)NCc2ccc(F)c(F)c2)C1 (stereo not given)	-11	-1.5	1	-6	nt	5	-11
55	COc1ccc(N2CCC(CNC(=S)Nc3cccc(C)c3)C2)cc1 (stereo not given)	4	nt	9	nt	nt	-25	-3
56	Cc1ccc(-c2ccccc2[C@H]2[C@@H](C#N)N(C(=O)Cc3cccnc3)[C@@H]2CO)cc1	-11	2.1	0	2	nt	21	-1

High-throughput results deposited in PubChem by Broad Institute.
